Screening results (PubChem)
ZTA counter = blocks Epstein-Barr virus ZTA, an EBNA-1 counter-screen; ZTA-DNA binding, fluorescence polarization; AID 2234; actives 0.15% (n = 320,000); inhibition, % at 11 µM; in the data active means inhibition above about 33%
Yeast superoxide = reduction of superoxide in aged yeast, primary screen, HTS; actives 0.18% (n = 330,000); S. cerevisiae aged cells, superoxide DHE fluorescence; stronger effect = lower value; superoxide response (% of plate mean), % at 10 µM;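 active means superoxide response under a set limit, about three screen SD below normal, cut at about 65% in these data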;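 further: yeast aged for seven days with compound at 30 °C before DHE staining; 100% = average MFI of all compound-treated wells on the plate with controls excluded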
MEX-5 binding = MEX-5 zinc finger RNA-binding disruptors – biochemical, C. elegans, fluorescence polarization, MLPCN library, primary screen; MEX-5/FITC-TCR2 RNA binding; stronger effect = lower value; activity score (negative = inhibition of binding), % at 10 µM; actives 0.38% (n = 300,000); AID 1832, 2009;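 active means inhibition past about -25% in most replicates, and total fluorescence under double the plate's negative control median, limit read from the data; inconclusive means replicates evenly split on the limit, or fluorescence at least double controls; inactive means too little inhibition in most replicates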;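 further: 0% = DMSO and -100% = 5 µM competing unlabeled TCR2 RNA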
Target sequence (Q9XUB2 whole entry, looked up): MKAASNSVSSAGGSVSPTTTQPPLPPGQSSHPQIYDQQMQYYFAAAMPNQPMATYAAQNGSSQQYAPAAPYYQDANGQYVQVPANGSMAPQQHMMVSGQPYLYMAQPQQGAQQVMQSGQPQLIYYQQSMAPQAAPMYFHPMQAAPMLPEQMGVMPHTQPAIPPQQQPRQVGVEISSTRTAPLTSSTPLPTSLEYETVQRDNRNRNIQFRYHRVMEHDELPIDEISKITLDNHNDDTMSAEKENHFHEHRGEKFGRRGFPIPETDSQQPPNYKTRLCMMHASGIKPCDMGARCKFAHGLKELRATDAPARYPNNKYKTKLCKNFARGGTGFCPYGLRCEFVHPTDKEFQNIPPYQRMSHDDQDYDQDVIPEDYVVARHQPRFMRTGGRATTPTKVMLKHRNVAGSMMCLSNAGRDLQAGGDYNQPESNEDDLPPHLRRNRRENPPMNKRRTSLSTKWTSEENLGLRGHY
BCLXL inh = inhibitors of human Bcl-xL, primary screen, biochemical, fluorescence polarization, HTS | inhibition, % at 10.9 µM | AID 2129, 2009 | GST-Bcl-xL / FITC-Bim BH3 peptide fluorescence polarization | actives 0.7% (n = 320,000) | Bcl-2-like protein 1 (Homo sapiens), Q07817;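 active means inhibition above the mean of all tested compounds plus 3 SD, cutoff set per campaign, cut at about 30% in these data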;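 further: 0% = DMSO wells and 100% = unlabeled Bim-BH3 peptide competitor; inhibitors lower millipolarization by displacing the labeled peptide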
GLD-1 TGE inh = GLD-1/TGE RNA complex disruptors, primary screen, biochemical, fluorescence polarization | Female germline-specific tumor suppressor gld-1 (Caenorhabditis elegans), Q17339 | purified GLD-1 + fluorescein TGE RNA | inhibition, % at 5.96 µM | actives 0.44% (n = 320,000);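 active means percent inhibition above a per-plate cutoff, the plate mean of test compounds plus 3 SD, cut at about 30% in these data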;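 further: 0% = DMSO wells with GLD-1 and probe and 100% = wells lacking GLD-1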
Target sequence (Q17339 whole entry, looked up): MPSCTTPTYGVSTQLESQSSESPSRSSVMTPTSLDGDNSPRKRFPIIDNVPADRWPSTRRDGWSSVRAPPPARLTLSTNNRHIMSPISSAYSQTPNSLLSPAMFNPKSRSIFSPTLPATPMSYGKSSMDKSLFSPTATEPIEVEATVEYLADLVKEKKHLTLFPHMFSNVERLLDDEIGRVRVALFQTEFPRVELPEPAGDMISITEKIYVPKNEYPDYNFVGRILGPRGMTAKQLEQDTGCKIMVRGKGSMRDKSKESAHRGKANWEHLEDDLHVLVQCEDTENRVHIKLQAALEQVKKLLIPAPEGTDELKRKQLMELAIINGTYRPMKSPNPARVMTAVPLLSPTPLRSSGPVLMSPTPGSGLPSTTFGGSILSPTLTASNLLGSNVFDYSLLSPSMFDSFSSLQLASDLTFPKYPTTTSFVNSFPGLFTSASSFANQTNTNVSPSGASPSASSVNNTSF
EBNA-1 inhibitor = EBNA-1 DNA-binding inhibitors, primary screen, biochemical, fluorescence polarization; inhibition, % at 14.8 µM; actives 0.34% (n = 300,000); AID 1950, 2009; in the data active means inhibition above about 28%
Fam108B counter = mouse Fam108B serine hydrolase inhibitors, primary screen, counter-screen for RBBP9 inhibitor project, biochemical, fluorescence polarization; recombinant Fam108B, FP-Rh probe fluorescence polarization; inhibition, % at 9.51 µM; actives 0.33% (n = 300,000); AID 1947, 2009;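 active means inhibition above the screen mean inhibition plus 3 SD, computed separately per campaign, cut at about 18% in these data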;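 further: inhibitors lower polarization as less probe binds the enzyme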
Efflux pump mplx = inhibitors of Candida efflux pumps in yeast, primary screen, S. cerevisiae, Nile Red, multiplex. S. cerevisiae Candida pump triplex. inhibition, % at 10 µM. actives 0.44% (n = 330,000). AID 485275, 2010;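 active means plate passing quality check with inhibition over a set limit, or well fluorescence over plate mean plus 4 SD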;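 further: Nile Red retained in pooled yeast measured as flow cytometry median fluorescence; 0% = buffer negative control and 100% = Enniatin B positive control; higher means more Nile Red kept so more efflux inhibition; some compounds called inactive have numbers as strong as hits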
MCL1-BIM inh = inhibitors of MCL1 binding to BIM-BH3, primary screen, biochemical, fluorescence polarization; AID 2057, 2009; Induced myeloid leukemia cell differentiation protein Mcl-1 (Homo sapiens), Q07820; inhibition, % at 10.9 µM; actives 0.68% (n = 320,000); GST-MCL1 / FITC-Bim-BH3 fluorescence polarization;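 active means inhibition above the mean inhibition of all tested compounds plus 3 SD, set per campaign, cut at about 40% in these data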;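 further: 0% = DMSO wells and 100% = unlabeled Bim-BH3 peptide control; higher means more loss of mP so more displacement of Bim peptide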
Active calls of the source: *; ? = inconclusive; . = not tested or not shown.

SMILES	ZTA counter	Yeast superoxide	MEX-5 binding	BCLXL inh	GLD-1 TGE inh	EBNA-1 inhibitor	Fam108B counter	Efflux pump mplx	MCL1-BIM inh
N#CCC(=O)Nc1ccc(C(=O)OC(C(=O)Nc2cc(C(F)(F)F)ccc2Cl)c2ccccc2)cc1 (stereo not given)	-7	102	-1.7	-1	-3	2	-9	0.1	-9
Cc1ccc(C)c(Cn2cnc3c(oc4ccccc43)c2=O)c1	17	96	2.0	3	6	10	-6	0.0	-1
C/C(=C\c1ccco1)C1C(C#N)=C(N)OC2=C1C(=O)CC(C)(C)C2 (stereo not given)	-9	101	-2.3	15	4	-13	2	0.0	6
CCS(=O)(=O)NCCc1csc(-c2cccnc2)n1	-4	116	0.5	0	0	-9	-2	0.1	0
CN1C(=O)C2(C(C#N)=C(N)N(c3cc(Cl)cc(Cl)c3)C3=C2C(=O)CC(C)(C)C3)c2ccccc21 (stereo not given)	-6	98	0.2	4	-4	6	3	0.0	2
O=C(CN1C(=O)c2ccccc2C1=O)N1CCN=C1c1ccccc1	-18	99	1.3	-3	-2	-2	0	0.0	1
O=C(NC(=S)Nc1ccc(F)cc1)C1CCCCC1	-7	83	0.0	1	2	-4	-4	0.5	2
CCN(C(=O)Cn1c(=O)oc2ccccc21)c1c(N)n(Cc2ccccc2)c(=O)[nH]c1=O	-7	100	.	-4	-5	.	.	0.1	-9
O=C(c1cc(COc2cccc(C(F)(F)F)c2)on1)N1C[C@@H]2CCC[C@H]1C2	16	104	2.7	5	7	-3	-4	0.0	2
Cc1cc(=O)oc2cc(OCC(=O)OCC(=O)Nc3ccc(C(C)C)cc3)ccc12	2	109	0.1	1	-2	-3	1	0.0	-7
CCOC(=O)C1CCN(C(=O)CN2C(=O)c3ccccc3S2(=O)=O)CC1	1	100	2.6	2	-7	0	-3	-0.1	2
O=C(c1cc2ccc([N+](=O)[O-])cc2oc1=O)N1CCOCC1	9	114	3.4	0	-4	-10	1	0.3	-4
c1ccc2oc(-c3ccc(Nc4nc(N5CCCC5)nc(N5CCOCC5)n4)cc3)nc2c1	6	101	-1.6	-5	0	-21	-7	0.4	-6
Cc1ccc(CSCC(=O)N(CCC(C)C)c2c(N)n(Cc3ccccc3)c(=O)[nH]c2=O)cc1	1	87	0.3	3	0	-9	-2	-0.1	-10
CCOC(=O)CSc1nc2ccccc2c(=O)n1CC1CCCO1 (stereo not given)	3	95	-0.2	0	1	-1	2	0.0	6
Cc1c(NC(=O)c2cccc(NC(=O)COc3ccccc3)c2)c(=O)n(-c2ccccc2)n1C	6	113	.	6	-13	.	.	0.1	8
Cc1ccc(-c2cc(C(=O)N/N=C/c3c[nH]c4ccccc34)n[nH]2)o1	14	109	-2.2	-1	1	8	8	0.0	3
CC(C)CN1C(=O)NC(NC(=O)c2cccnc2)(C(F)(F)F)C1=O (stereo not given)	-6	91	.	-3	5	-8	2	-0.2	-4
CCOC(=O)C1CCN(Cc2ccc(O)c(OC)c2)CC1	-12	115	-1.4	6	-7	-7	9	0.0	7
Cc1ccc(C(C(=O)NCC2CCCO2)N(C(=O)c2snc(C(N)=O)c2N)c2ccccc2F)o1 (stereo not given)	-13	107	-1.6	6	13	-7	-6	-0.5	-1
C=CCn1c(SCc2c(C(=O)OC)sc(N)c2C(=O)OC)nnc1-c1ccc(Cl)cc1	11	101	0.0	-9	1	8	4	0.1	-3
O=C1Nc2ccccc2N(O)N1c1ccc(S(=O)(=O)N2CCOCC2)cc1	-3	103	1.7	2	6	4	6	-0.1	2
CCOC(=O)Cc1nnc(NCc2ccccc2)c2ccccc12	5	86	2.4	-6	-5	-9	-7	0.0	-3
CCCOc1ccc(C(=O)NNC(=O)CCNC(=O)c2ccccc2Cl)cc1OC	-4	90	-7.4	0	-1	9	3	-0.1	-3
OCCN(Cc1ccccc1)Cc1ccc(Cl)cc1Cl	6	103	-0.9	4	8	-4	-1	0.1	6
CCN(CC)S(=O)(=O)c1ccc(F)cc1	10	100	-2.5	5	-2	14	3	0.1	11
O=C(NNC(=O)c1cc(-c2cccnc2)nc2ccccc12)Nc1ccc(Cl)cc1	14	109	-0.8	2	-5	8	1	0.3	1
CCCCOc1c(Br)cc(/C=N/O)cc1OCC	-2	111	?	-1	5	-9	0	0.0	4
CCC(=O)c1ccc(OCC(=O)O)c(OC)c1	4	91	-0.3	6	1	1	-4	-0.2	0
CC(Oc1ccc(Cl)cc1)c1ccnn1S(=O)(=O)c1ccccc1 (stereo not given)	-17	88	0.3	-2	2	3	-2	-0.1	-2
CSc1ccccc1C(=O)Nc1nc2ccccc2[nH]1	-19	124	-3.0	-4	-9	-9	-6	0.2	-8
CCOC(=O)C1=C(CN2CCN(C(=O)c3ccco3)CC2)NC(=O)NC1c1ccc(OC(C)C)cc1 (stereo not given)	9	109	2.8	1	0	4	2	0.0	-2
NS(=O)(=O)c1ccc(NC(=O)c2ccc(S(=O)(=O)N3CCOCC3)o2)cc1	4	99	1.8	-23	-30	-3	2	-0.1	-148
COc1ccc(N2C(=O)NC(NC(=O)C(C)(C)C)(C(F)(F)F)C2=O)cc1 (stereo not given)	-5	86	0.6	2	4	-9	0	-0.1	1
O=[N+]([O-])c1ncccc1Oc1nc(-c2cccnc2)nc2ccccc12	-3	92	-0.2	-8	3	6	-5	0.0	-3
CCC(C)[C@H](NC(=O)NCCC1=CCCCC1)C(=O)OC (stereo not given in full)	-17	94	-1.9	3	0	-4	-4	0.0	3

The last two records of the part above open the next one.
SMILES	ZTA counter	Yeast superoxide	MEX-5 binding	BCLXL inh	GLD-1 TGE inh	EBNA-1 inhibitor	Fam108B counter	Efflux pump mplx	MCL1-BIM inh
O=[N+]([O-])c1ncccc1Oc1nc(-c2cccnc2)nc2ccccc12	-3	92	-0.2	-8	3	6	-5	0.0	-3
CCC(C)[C@H](NC(=O)NCCC1=CCCCC1)C(=O)OC (stereo not given in full)	-17	94	-1.9	3	0	-4	-4	0.0	3
CNC(=O)c1sc(-c2ccccc2)nc1C	1	90	1.1	1	2	8	-4	0.1	-5
COC(=O)c1sccc1NC(=O)C1CCCCC1C(=O)O (stereo not given)	-9	89	0.9	4	-5	-3	1	0.1	-4
COC(=O)CNC(=O)C12CC3CC(C1)CC(c1ccc(C)cc1)(C3)C2	-4	92	1.4	4	2	2	0	0.0	8
COc1ccc2oc(=O)c(C(=O)N3CCN(C(=O)c4ccccc4)CC3)cc2c1	6	99	1.3	5	4	-7	1	0.0	3
O=C(CN1C(=O)c2cccnc2Oc2ccc(Cl)cc21)N1CCCC1	8	96	0.1	2	9	10	0	0.0	0
CCc1cc2c(SCC(=O)N3CCCC3=O)ncnc2s1	-6	108	.	3	-3	.	.	0.2	7
O=C(Cn1cnnn1)Nc1cccc([N+](=O)[O-])c1	-6	104	-0.9	6	4	-3	-8	0.0	-1
O=C(Cn1cnc([N+](=O)[O-])n1)NCCc1ccccc1	1	104	2.8	3	7	1	3	-0.1	0
CCOC(=O)c1sc2nc(CC(=O)OC)nc(NCc3ccc(Cl)cc3)c2c1C	-14	92	-0.3	2	-5	7	-14	0.0	-1
COc1ccc(N2CCN(CCNC(=O)c3ccc4c(c3)[nH]c(=S)n3c5ccccc5nc43)CC2)cc1	10	89	-0.4	0	5	9	-1	0.1	4
CC(C)c1c(C(=O)N/N=C/c2ccc(-c3ccccc3)cc2)nnn1-c1nonc1N	0	75	0.6	5	-1	-11	0	0.0	7
COc1ccc(OC)c(NC(=O)COC(=O)C2CCC2)c1	4	104	.	3	7	.	.	0.1	6
CS(=O)(=O)c1ccc2nc(NC(=O)C3CC(=O)N(c4ccc(F)cc4)C3)sc2c1 (stereo not given)	15	105	2.6	1	0	4	2	0.1	4
OCc1ccnc2oc3ccccc3c12	-2	104	1.3	5	0	-6	2	0.0	7
Cn1ccs/c1=N\S(=O)(=O)c1ccc(F)cc1	11	98	-0.6	0	-3	8	1	0.0	3
Cc1ccc(-c2csc3n[nH]c(=S)n23)cc1	-9	88	1.0	-2	4	5	5	0.0	-32
O=C(CNC(=O)c1cccs1)NCC(=O)OCc1ccccc1Cl	-4	95	0.2	0	2	11	0	0.1	-7
C=CCSc1nc2c(c(=O)[nH]c(=O)n2C)n1Cc1ccccc1	8	98	1.4	3	-1	7	0	-0.1	2
Cc1cc(C(=O)N/N=C/c2sc(N3CCOCC3)nc2-c2ccccc2)c(C)o1	-3	85	-1.9	-1	-7	3	4	-0.1	-6
CC(CN1CCOCC1)OC(=O)Cc1ccc(Cl)cc1 (stereo not given)	2	104	1.4	3	4	-1	2	0.0	0
CC(C)CCn1nc(C(=O)OC(C)C(=O)NC(N)=O)c2ccccc2c1=O (stereo not given)	-3	99	1.1	5	-13	5	8	0.1	10
C=C1c2ccccc2NC(=O)N1c1ccc(C)cc1	10	100	-1.3	2	-12	-6	1	0.1	-6
CCN(CC(=O)NCc1ccc(F)cc1)CC(=O)Nc1cc(S(=O)(=O)N(C)C)ccc1C	-8	67	.	-10	-1	.	.	-0.1	-11
CC(=O)c1c[nH]c(C(=O)Nc2ccc(N3CCCCCC3)cc2)c1	4	74	.	5	2	.	.	-0.4	9
O=C(O)CCC(=O)Nc1cccc(-c2csc(-c3ccccc3)n2)c1	16	99	3.3	-1	5	3	-1	0.0	0
Cc1c(NC(=O)CN(c2ccc(F)cc2)S(=O)(=O)c2ccccc2)c(=O)n(-c2ccccc2)n1C	-8	90	0.3	4	9	5	4	-0.1	4
CCOc1ccc(CCNc2nc3ccccc3n3cnnc23)cc1OCC	2	93	0.7	6	1	1	-7	-0.1	6
COc1cc(S(=O)(=O)Nc2ccccc2)ccc1NC=O	-17	81	-1.0	4	4	0	1	-0.2	1
CCN(CC)S(=O)(=O)c1ccc(C(=O)NCC2CCCCC2)cc1	-8	93	-0.4	6	2	-5	3	-0.1	7
COCCNC(=O)C(c1c[nH]c2ccccc12)N(C(=O)c1snc(C(N)=O)c1N)c1cccc(OC)c1 (stereo not given)	5	94	-1.8	-1	-9	-3	1	0.0	-3
CN(C)C(=O)c1coc2nc3ccccc3nc12	-4	90	1.9	-1	1	-6	0	0.0	-7
CNc1oc(-c2cccs2)nc1C#N	-21	100	1.8	6	-1	0	-2	-0.1	1
CC(C)C(C)NC(=O)CSc1ccc(S(=O)(=O)N2CCOCC2)cn1 (stereo not given)	2	76	.	-4	1	.	.	-0.1	-14
O=C(N=C1SC2CS(=O)(=O)CC2N1c1ccc(F)c(Cl)c1)C1CC1 (stereo not given)	10	76	-1.2	3	-4	-14	4	0.1	-1
CCOC(=O)C1CCCN(C(=O)c2cc3c(-c4cccc(OC)c4)nn(C)c3s2)C1 (stereo not given)	-16	94	1.0	4	6	-12	0	-0.5	3
Cc1ccc(C(=O)Nc2ncccc2C)cc1S(=O)(=O)N1CCOCC1	-9	100	.	2	6	.	.	-0.1	7
CCc1ccc(C(=O)NC(C(=O)NCC2CCCO2)C(C)C)cc1 (stereo not given)	4	101	-2.6	4	3	-11	3	0.1	4
O=C(CCCCn1c(=O)c2ccccc2n(CC(=O)NC2CCCC2)c1=O)NCc1ccco1	3	98	0.1	7	12	-4	-2	0.1	4
